NPR1 activator: GC-A stimulated cGMP production enhancers – HEK293 GC-A cells, cGMP TR-FRET, EC30 ANP, primary screen | Atrial natriuretic peptide receptor 1 (Homo sapiens), P16066 | hit rate 0.14% among 370,000 | 0% at EC30 ANP, 100% saturating ANP | activation, % at 10 µM | AID 1671463, 2021; in the data active = activation above about 40%
GAA850 FXN act: FXN promoter activators, primary screen, cell-based, luciferase luminescence, HEK293 lucGAA850; HEK293 lucGAA850 FXN promoter luciferase reporter, 24 h; percent of 10 µM SAHA response; activation, % at 6 µM; hit rate 0.56% among 360,000;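 active = activation above the average of all compounds screened plus 3 SD, cutoff fixed separately per campaign, cut at about 7.5% in these data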;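 also: 0% = DMSO wells and 100% = 10 µM SAHA wells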
DAX1 inh-1: DAX1 (NR0B1) inhibitors, primary screen, cell-based, HEK293, Gal4-DAX1, luciferase luminescence; Nuclear receptor subfamily 0 group B member 1 (Homo sapiens), P51843; HEK293 Gal4-DAX1 luciferase reporter; inhibition, % at 6.75 µM; hit rate 0.99% among 340,000; AID 504766, 2011;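 active = inhibition above the mean over all tested compounds plus 3 SD, cut at about 4.2% in these data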;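 also: 0% = DAX1-transfected cells with DMSO and 100% = empty-vector control cells with DMSO; inhibition shows as a rise in luminescence from relieved DAX1 repression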
Target sequence (P51843 207-470 limits assumed): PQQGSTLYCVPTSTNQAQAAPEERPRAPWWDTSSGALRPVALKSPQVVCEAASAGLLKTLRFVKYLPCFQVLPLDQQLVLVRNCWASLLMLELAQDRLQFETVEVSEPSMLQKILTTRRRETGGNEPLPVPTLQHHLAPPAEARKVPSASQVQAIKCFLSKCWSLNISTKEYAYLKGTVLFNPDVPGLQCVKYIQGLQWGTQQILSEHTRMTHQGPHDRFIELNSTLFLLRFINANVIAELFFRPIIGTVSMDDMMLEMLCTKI
SMARCA2 act: SMARCA2 (BRM) function activators, primary screen, cell-based, luminescence, high throughput | MG213 cells, MMTV-luciferase reporter, dexamethasone, overnight | AID 652017, 2013 | activation, % at 9.1 µM | hit rate 1% among 370,000; in the data active = activation above about 7.8%;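 also: 0% = vehicle wells and 100% = reference activator wells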
PG9 binder: binders of HIV-1 gp120 antibody PG9, primary screen, biochemical, TR-FRET; HIV-1 gp120 / PG9 antibody interaction; TR-FRET gp120-PG9 antibody binding; inhibition, % at 6.7 µM; hit rate 0.43% among 360,000; AID 624416, 2012; in the data active = inhibition above about 8.5%
hcDAF-12 act: H. contortus DAF-12 nuclear receptor activators, primary screen, cell-based, luminescence, HEK293, lit1-tk-luc reporter | HEK293 hcDAF-12 lit1-tk-luc reporter; 0% DMSO, 100% Δ7-dafachronic acid | activation, % at 6.8 µM | hit rate 1.4% among 370,000 | AID 652067, 2013;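 active = activation above the mean of all tested compounds plus 3 SD, cut at about 5.5% in these data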;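 also: 100% = response to 3 µM Δ7-dafachronic acid high control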
ssDAF12 agonist: S. stercoralis DAF-12 nuclear receptor activators, primary screen, cell-based, luminescence, HEK293, GRIP1 co-expression, lit1-tk-luc; HEK293 ssDAF-12/GRIP1 lit1-tk-luc reporter; % of 3 µM dafachronic acid response; activation, % at 6.8 µM; hit rate 1% among 370,000;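 active = activation above the mean over all tested compounds plus 3 SD, cut at about 0.9% in these data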;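 also: 0% = DMSO-only wells and 100% = 3 µM delta7-dafachronic acid wells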
DAX1 inh-2: DAX1 (NR0B1) inhibitors on StAR promoter, primary screen, cell-based, luminescence, SF-1 (NR5A1), full-length DAX-1. HEK293T StAR-luciferase reporter, SF-1/DAX-1 repression relief. inhibition, % at 6.8 µM. hit rate 1.1% among 370,000. AID 652010, 2013;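 active = inhibition above the mean over all tested compounds plus 3 SD, cut at about 3.6% in these data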;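 also: 0% = DAX-1 cells with DMSO and 100% = cells lacking DAX-1 with DMSO; higher inhibition means more luminescence from relief of DAX-1 repression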
ADAM10 inh: human ADAM10 inhibitors, primary screen, biochemical, QFRET, HTS; Disintegrin and metalloproteinase domain-containing protein 10 (Homo sapiens), O14672; recombinant ADAM10, EDANS/DABCYL FRET peptide cleavage, 3 h; hit rate 0.62% among 370,000; inhibition, % at 7 µM;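 active = inhibition above a per-campaign cutoff equal to the mean of compounds falling between control-based bounds plus 3 SD, cut at about 20% in these data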;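 also: 0% = DMSO wells while the 100% control is not disclosed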
Target sequence (O14672 214-748 limits assumed): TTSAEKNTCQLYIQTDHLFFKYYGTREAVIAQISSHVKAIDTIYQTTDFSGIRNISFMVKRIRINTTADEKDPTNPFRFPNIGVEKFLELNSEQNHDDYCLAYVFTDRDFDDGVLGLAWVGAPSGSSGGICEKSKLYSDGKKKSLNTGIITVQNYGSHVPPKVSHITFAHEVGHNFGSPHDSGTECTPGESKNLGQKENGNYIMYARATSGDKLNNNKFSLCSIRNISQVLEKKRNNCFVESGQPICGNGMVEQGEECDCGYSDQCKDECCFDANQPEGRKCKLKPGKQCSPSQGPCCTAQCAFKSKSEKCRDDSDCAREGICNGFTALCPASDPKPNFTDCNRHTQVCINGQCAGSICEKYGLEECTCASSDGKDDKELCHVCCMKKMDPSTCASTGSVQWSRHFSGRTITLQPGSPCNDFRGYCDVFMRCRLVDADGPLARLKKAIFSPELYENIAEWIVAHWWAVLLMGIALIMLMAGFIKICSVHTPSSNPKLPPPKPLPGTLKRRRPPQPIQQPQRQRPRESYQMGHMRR
ADAM17 inh: ADAM17 inhibitors, primary screen, biochemical, QFRET | Disintegrin and metalloproteinase domain-containing protein 17 (Homo sapiens), P78536 | inhibition, % at 6.95 µM | recombinant ADAM17, EDANS/DABCYL FRET peptide cleavage | hit rate 0.83% among 370,000;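 active = inhibition above the mean of compounds lying between control limits plus 3 SD, set per campaign, cut at about 8.5% in these data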;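 also: 0% = DMSO-only wells as the low control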
hgDAF12 agonist: H. glycines DAF-12 receptor agonists, primary screen, cell-based, luminescence, HEK293, GAL4 fusion, UAS-luciferase. hit rate 1.8% among 370,000. HEK293 GAL4-hgDAF12 UAS-luciferase reporter, agonist luminescence; normalized to butyrate control. AID 687014, 2013. Nuclear hormone receptor DAF-12 (Heterodera glycines), GAL4 fusion. activation, % at 6.8 µM;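 active = activation above a cutoff set at the mean of all screened compounds plus 3 SD, cut at about 10% in these data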;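 also: 0% = DMSO wells and 100% = sodium butyrate wells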
* hit, by the source's call; · = no result given.

SMILES	NPR1 activator	GAA850 FXN act	DAX1 inh-1	SMARCA2 act	PG9 binder	hcDAF-12 act	ssDAF12 agonist	DAX1 inh-2	ADAM10 inh	ADAM17 inh	hgDAF12 agonist
N#Cc1c(Nc2cccc(F)c2)sc2c(O)cc(=O)[nH]c12	-1.3	2.7	·	-2.7	-3.4	-0.9	-1.1	0.2	-3.9	-4.9	-1.6
Cc1ccc(-c2nnn(CC(=O)Nc3nnc(C(C)C)s3)n2)cc1	-0.1	2.1	-0.7	4.2	0.0	1.5	-0.8	0.2	7.5	0.3	-0.2
COc1cccc(NC(=S)NCc2ccccc2)c1	5.4	3.1	0.1	-0.1	0.0	0.4	-1.5	-0.6	5.7	-3.7	1.9
O=C(N/N=C/c1ccco1)c1ccncc1	1.4	-0.1	1.5	-1.0	1.1	-0.9	-1.1	0.7	-2.4	-5.0	1.4
Cn1nc(-c2ccccc2)c(-c2nc(-c3cccc(C(F)(F)F)c3)no2)c1Cl	-10.5	0.4	-0.8	-1.4	0.2	0.1	-1.3	-0.2	-5.9	-3.1	-1.6
Cc1cnc(C(=O)Nc2nnc(C3CC3)s2)cn1	1.3	2.8	0.0	8.8*	-1.7	1.8	-0.6	1.1	7.3	0.8	0.4
COc1ccc(OCC(O)CNC(=O)Nc2ccc(C(C)(C)C)cc2)cc1 (stereo not given)	3.2	-1.4	-0.3	-4.8	-0.7	-2.5	-1.6	-0.5	10.4	-4.3	1.2
CCc1ccc(NC(=O)C(C)n2nc(C)c([N+](=O)[O-])c2C)cc1 (stereo not given)	-5.8	-2.5	0.2	-2.7	-0.4	-1.4	-1.8	-1.1	2.7	-3.6	1.5
COc1ccc(-c2nnc3c4ccccc4c(C)nn23)cc1	5.8	6.7	2.0	6.3	-0.7	6.7*	0.5	1.1	-4.0	-1.4	6.9
Cc1ccccc1OCC(=O)Nc1ccccc1C(=O)NC1CC1	3.7	-1.1	-1.2	0.5	-0.7	-1.5	-1.2	-1.7	1.1	-0.4	-1.7
COc1ccc(CCNC(=O)CSc2nnc(CNc3ccc(Cl)cc3)o2)cc1OC	-1.2	-3.4	-1.7	-2.5	-0.2	-1.7	-1.1	-0.6	4.8	-0.2	-0.2
NC(=O)c1nnn(-c2ccccc2)c1N	-1.2	1.8	-0.1	1.9	0.3	0.4	-0.6	0.0	-7.3	-4.0	-1.9
CC1(C)Oc2ccc(NC(=O)C3COc4ccccc4O3)cc2O1 (stereo not given)	9.1	1.8	-0.4	2.3	-1.2	8.9*	1.9*	4.4*	2.0	-3.3	12.5*
CC(C)(C)c1ccc(S(=O)(=O)Nc2ccc(C(O)(C(F)(F)F)C(F)(F)F)cc2)cc1	1.5	1.4	·	-3.4	1.2	-0.9	-1.0	2.9	61.6*	27.0*	-0.7
O=C(CSc1nc2c(cnn2-c2ccccc2)c(=O)[nH]1)N1CCCCC1	-1.6	1.9	0.3	-0.3	0.1	-2.8	-2.0	-0.3	0.4	1.6	0.8
COc1ccc(NS(=O)(=O)c2cccc(C(=O)NN=C(C)c3ccco3)c2)cc1	-0.6	2.2	-0.3	-2.4	-1.4	-0.2	-0.6	1.5	14.8	5.6	1.7
CCOC(=O)N1CCN(C(=O)CN(c2ccc(Oc3ccccc3)cc2)S(C)(=O)=O)CC1	-6.0	-1.1	-0.2	-2.8	3.3	-3.1	-1.5	-0.9	-3.0	-0.2	-2.8
O=C(CNC(=O)/C(=C\c1ccc(F)cc1)NC(=O)c1ccccc1)OCc1ccccc1	-2.3	-1.4	1.1	0.5	-0.5	-2.1	-1.2	0.7	0.2	-0.7	-1.5
CCC(CC)NC(=O)COC(=O)CCC(=O)c1ccc(Cl)cc1	-3.7	-0.7	1.8	-3.3	1.6	0.1	-1.4	0.2	-9.9	-1.5	-3.1
COc1ccc(CCNC(=O)CN(c2ccccc2)S(=O)(=O)c2ccccc2)cc1	-1.1	-0.3	-1.2	-6.5	1.0	-1.8	-0.7	0.0	-1.7	2.2	-1.6
CN(C)c1cccc(/C=C2\CC3(OC(=O)c4cccc(F)c4)CCCN2C3)c1 (stereo not given)	-7.1	·	·	0.5	·	0.2	-0.5	0.6	9.8	4.0	-1.0
O=C(CCl)Nc1ccccc1Sc1ccccc1	4.0	-6.0	-1.0	-2.4	0.4	-0.6	-0.4	-1.5	-8.9	-1.1	-1.7
CN(C)N1C(N)=C(C#N)C(c2ccsc2)C2=C1CCCC2=O (stereo not given)	9.3	0.4	-0.1	1.3	-3.1	0.5	-1.1	-0.2	-7.8	-2.5	0.4
CC(Sc1nc(N)cc(N)n1)C(=O)NCCC1=CCCCC1 (stereo not given)	4.7	-0.5	1.4	1.2	0.1	-1.1	-0.3	-0.2	-11.7	-8.7	-2.3
O=C(C1c2ccccc2C(=O)N2CCc3ccccc3C12)N1CCN(Cc2ccccc2)CC1 (stereo not given)	-1.1	-0.3	0.9	-3.0	1.0	-2.2	-1.1	0.4	9.5	-2.5	-1.6
Cc1nc(=O)c(-c2ccccc2)c(C)n1CCO	0.1	3.2	-0.7	1.6	-1.7	1.0	-0.7	-0.5	-1.7	1.9	0.2
COc1ccc(NC(=O)CCC(=O)OCc2ccc(C(=O)Oc3ccc(Cl)cc3)cc2)cc1	0.8	-0.3	-0.2	1.2	-3.2	-1.1	-0.9	0.0	2.5	-3.7	-1.0
Cc1ccc(/C=C2/NC(=O)N(Cc3ccccc3F)C2=O)o1	60.2*	1.6	-0.9	0.4	-2.3	-1.7	-0.9	-0.7	-5.2	-2.5	-0.2
O=C(OCC(=O)c1cccs1)c1ccccc1	8.8	2.4	-0.2	1.3	1.4	1.8	-1.0	-0.6	-1.9	-0.3	0.9
Cc1cccc(C(=O)OCC(=O)N2CCc3ccccc3C2)c1O	-0.5	3.0	-0.3	0.4	-1.8	0.8	-0.5	-0.5	-5.0	-1.3	2.0
CCOC(=O)C1Cn2c(nc3c(c2=O)C(C)(CC)Cc2ccccc2-3)S1 (stereo not given)	-0.5	1.2	-1.1	-3.9	1.4	-3.3	-1.6	-0.6	-96.0	-30.5	-1.4
CCc1cc(C(=O)c2ccccc2OC)c(N)s1	-2.9	1.4	-1.2	-3.2	0.4	0.2	-0.9	0.5	-2.4	5.6	0.6
Cc1cc(-c2ccc(C)c(S(=O)(=O)NCCc3ccc(S(N)(=O)=O)cc3)c2)on1	1.2	1.2	0.1	-2.8	0.2	-0.3	-1.1	-0.5	-1.6	-6.1	-0.1
N=c1sccn1CC(=O)Nc1cccc(Oc2ccccc2)c1	-0.3	-0.7	0.0	-1.2	-1.2	-2.0	-1.5	0.3	7.4	-2.3	-0.1
COc1ccc(/C=C/c2nc(N)nc(-c3ccccc3O)n2)cc1OC	1.8	1.7	-0.1	-0.5	0.2	-1.0	-0.7	-0.3	-10.9	-4.8	-1.4
Cc1ccc2nc(-c3sc4nc(C)cc(C)c4c3N)[nH]c2c1	13.8	3.5	-0.2	2.7	-1.7	16.6*	2.3*	4.0*	-136.5	-42.1	4.3
O=C(CSc1ncnc2ccccc12)Nc1cccc(S(=O)(=O)N2CCOCC2)c1	2.0	-0.3	0.1	-3.2	-3.5	0.9	-1.0	0.3	-1.4	0.1	6.6
CN(CC(=O)Nc1ccc(Cl)c(C(F)(F)F)c1)C(=O)CCCNC(=O)c1ccc(Cl)cc1	-2.7	14.8*	0.6	0.8	-0.7	0.2	-1.3	-0.7	0.5	3.5	0.3
O=C(Nc1ccc(F)c(Cl)c1)C1CC(=O)n2c(nc3ccccc32)N1 (stereo not given)	1.1	1.0	0.7	0.3	1.4	-0.8	-1.4	-0.8	-19.6	-4.1	-0.8
COc1cccc(NC(=O)C2C3C=CC(O3)C2C(=O)NCc2cccnc2)c1 (stereo not given)	-3.8	2.5	-0.2	0.2	0.0	0.1	-1.4	0.3	-3.4	-2.8	8.6
COc1ccc(C(=O)CC(=O)c2ccccc2)cc1	-2.0	4.1	·	5.6	-0.7	4.2	-0.4	1.1	-7.9	-6.7	11.0*
c1ccc2c(c1)OCc1cn[nH]c1-2	2.1	2.0	-0.8	-0.5	0.3	-0.8	-0.6	1.1	-11.1	-6.8	-0.6
CC(=O)N/N=C(/C)c1ccc(NC(=O)c2csc(C)c2C)cc1	2.5	3.1	1.1	7.0	-2.8	5.8*	0.2	12.8*	-4.8	0.4	17.0*
Cc1ccccc1/C=C/C1=NCCN1	-0.9	-0.5	-1.3	-0.3	-2.3	-0.1	1.2*	-0.9	-0.3	-1.5	-4.1
Cc1nn(C)c2ncc(C(=O)c3ccccc3O)cc12	2.5	0.9	1.4	-0.6	-0.6	-0.8	-1.4	-0.4	5.1	0.5	3.4
COC(=O)[C@]12C[C@H](CC(=O)NCCCCc3ccccc3)C(=O)N(Cc3cccc4ccccc34)C1=C[C@H](C1CCCC1)O[C@@H]2C	-0.9	·	·	-1.0	·	-1.0	-0.9	-0.4	-13.1	-6.0	0.2
Cc1cc(/C=N/NC(=O)CC2(C)OCCO2)c(C)n1-c1cc(Cl)cc(Cl)c1	0.9	-2.9	-0.2	-0.2	1.6	-1.1	-0.8	-0.7	-6.2	-6.5	1.1
Fc1ccccc1CSc1nncn1NCc1cccs1	-4.0	2.2	-0.9	-0.7	1.9	0.5	-1.9	-0.7	0.3	-5.6	2.1
CC(=O)c1ccc(NC(=O)CSc2ccc(-c3sc(C)nc3C)nn2)cc1	2.4	-2.4	-1.9	-1.3	1.2	-3.8	-1.5	-5.3	-7.4	2.7	-3.2
C[C@@H]1C=C(C(=O)N2CCN(C)CC2)O[C@H](OCc2ccc(CO)cc2)C1	-2.5	0.2	1.0	0.5	-0.5	-0.8	-1.1	-0.2	-5.7	-3.0	1.8
Additional compounds
SMILES	NPR1 activator	GAA850 FXN act	DAX1 inh-1	SMARCA2 act	PG9 binder	hcDAF-12 act	ssDAF12 agonist	DAX1 inh-2	ADAM10 inh	ADAM17 inh	hgDAF12 agonist
COc1ccccc1C(O)(c1ccccc1)c1ccccc1OC	-10.9	-2.9	0.5	2.9	-0.2	-1.4	-0.8	0.0	-2.2	-7.0	-0.5
Nc1ccc(C(=O)N(CCO)CCO)cc1	0.8	1.2	-0.2	0.4	-0.5	0.1	-1.5	0.0	8.5	4.5	-1.8
COc1ccc(C2(CNC(=O)c3cccc([N+](=O)[O-])c3)CCOCC2)cc1	-6.1	-1.1	-2.0	-0.1	0.9	-1.2	-0.4	-0.5	-5.3	-3.0	-0.6
Cn1c(SCC(=O)Nc2ccc(Br)cc2F)nnc1-c1ccco1	1.4	-1.3	0.6	-2.2	2.4	-2.0	-1.4	-1.5	-2.7	-1.8	0.1
